# Screening data from PubChem BioAssay.
# TcdB inh: inhibitors of Clostridioides difficile toxin B glycohydrolase; TcdB glycohydrolase enzymatic assay, plate reader; inhibition, % at 9.99 µM; hit rate 0.24% among 350,000; in the data active = inhibition above about 10%
# Target sequence (P18177 whole entry, looked up): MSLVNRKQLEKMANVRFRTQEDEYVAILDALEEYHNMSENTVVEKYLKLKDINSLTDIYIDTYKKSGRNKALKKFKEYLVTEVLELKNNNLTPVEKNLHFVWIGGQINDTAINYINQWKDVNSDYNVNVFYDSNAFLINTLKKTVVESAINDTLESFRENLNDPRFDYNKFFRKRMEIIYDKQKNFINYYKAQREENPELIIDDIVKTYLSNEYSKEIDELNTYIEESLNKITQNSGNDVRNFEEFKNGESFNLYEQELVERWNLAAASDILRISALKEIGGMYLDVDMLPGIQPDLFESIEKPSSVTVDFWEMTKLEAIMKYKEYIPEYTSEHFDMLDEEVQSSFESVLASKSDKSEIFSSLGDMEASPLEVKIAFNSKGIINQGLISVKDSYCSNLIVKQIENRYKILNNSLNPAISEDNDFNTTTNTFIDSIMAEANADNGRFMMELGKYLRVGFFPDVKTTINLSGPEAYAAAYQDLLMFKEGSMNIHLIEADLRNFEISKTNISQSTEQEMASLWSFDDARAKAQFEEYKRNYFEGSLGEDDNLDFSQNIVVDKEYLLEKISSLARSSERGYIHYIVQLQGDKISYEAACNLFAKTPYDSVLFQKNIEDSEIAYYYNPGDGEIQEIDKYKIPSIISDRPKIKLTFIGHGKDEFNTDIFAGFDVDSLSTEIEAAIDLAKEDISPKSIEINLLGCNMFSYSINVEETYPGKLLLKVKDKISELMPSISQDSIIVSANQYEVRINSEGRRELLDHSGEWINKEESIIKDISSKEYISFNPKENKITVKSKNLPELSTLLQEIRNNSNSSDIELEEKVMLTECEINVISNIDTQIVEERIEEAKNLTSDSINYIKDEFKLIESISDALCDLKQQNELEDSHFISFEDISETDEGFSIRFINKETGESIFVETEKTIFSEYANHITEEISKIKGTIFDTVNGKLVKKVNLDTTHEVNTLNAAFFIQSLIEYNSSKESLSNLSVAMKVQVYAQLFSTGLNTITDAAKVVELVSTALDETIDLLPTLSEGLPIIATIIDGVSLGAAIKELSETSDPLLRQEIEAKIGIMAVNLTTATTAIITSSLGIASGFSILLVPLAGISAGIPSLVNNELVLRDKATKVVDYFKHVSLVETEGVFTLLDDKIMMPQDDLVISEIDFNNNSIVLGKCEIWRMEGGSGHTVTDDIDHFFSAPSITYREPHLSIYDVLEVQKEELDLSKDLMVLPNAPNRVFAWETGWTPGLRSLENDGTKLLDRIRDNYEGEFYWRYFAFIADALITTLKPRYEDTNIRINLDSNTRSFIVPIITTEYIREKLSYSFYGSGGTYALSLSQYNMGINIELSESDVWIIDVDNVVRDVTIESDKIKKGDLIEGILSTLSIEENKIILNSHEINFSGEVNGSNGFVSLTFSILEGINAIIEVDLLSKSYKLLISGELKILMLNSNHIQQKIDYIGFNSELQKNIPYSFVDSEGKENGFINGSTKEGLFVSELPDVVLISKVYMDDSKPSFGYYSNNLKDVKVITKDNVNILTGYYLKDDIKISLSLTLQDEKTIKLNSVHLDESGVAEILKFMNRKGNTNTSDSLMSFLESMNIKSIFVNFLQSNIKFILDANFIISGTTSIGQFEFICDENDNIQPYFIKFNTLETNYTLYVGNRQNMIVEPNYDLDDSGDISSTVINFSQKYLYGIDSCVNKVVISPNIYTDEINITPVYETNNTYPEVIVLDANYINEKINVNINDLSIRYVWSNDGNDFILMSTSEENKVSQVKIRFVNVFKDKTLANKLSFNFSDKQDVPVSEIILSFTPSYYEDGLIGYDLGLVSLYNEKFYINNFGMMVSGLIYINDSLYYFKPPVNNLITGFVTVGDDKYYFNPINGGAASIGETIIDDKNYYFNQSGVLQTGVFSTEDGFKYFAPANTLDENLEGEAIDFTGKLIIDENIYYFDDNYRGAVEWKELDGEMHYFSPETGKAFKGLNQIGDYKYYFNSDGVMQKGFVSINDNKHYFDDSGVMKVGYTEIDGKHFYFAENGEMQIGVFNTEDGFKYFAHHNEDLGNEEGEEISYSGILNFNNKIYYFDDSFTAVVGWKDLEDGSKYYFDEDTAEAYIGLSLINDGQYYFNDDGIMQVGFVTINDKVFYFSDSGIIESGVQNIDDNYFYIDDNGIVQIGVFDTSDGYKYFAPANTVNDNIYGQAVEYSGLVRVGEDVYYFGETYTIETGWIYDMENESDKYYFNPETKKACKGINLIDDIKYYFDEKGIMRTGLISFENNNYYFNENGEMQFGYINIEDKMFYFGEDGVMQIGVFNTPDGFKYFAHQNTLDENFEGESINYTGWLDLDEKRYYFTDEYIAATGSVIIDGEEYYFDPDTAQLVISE
# * marks the source's active call; other numbers are inactive results. This is a subset; rates above refer to the full screens.
COc1ccc(S(=O)(=O)N(C)C[C@H]2Oc3c(NC(=O)c4cc(C)nn4C)cccc3C(=O)N([C@H](C)CO)C[C@H]2C)cc1
  TcdB inh: -1.5

C/C=C/c1ccc([C@H]2[C@@H](CO)N3CCCCN(C(=O)C4CCCC4)C[C@@H]23)cc1
  TcdB inh: -4.0

Cc1ccc(S(=O)(=O)N(C)C[C@@H]2Oc3c(NC(=O)NC(C)C)cccc3C(=O)N([C@H](C)CO)C[C@H]2C)cc1
  TcdB inh: -0.2

CCC(=O)N(CC1CCC1)C[C@H]1[C@H](c2ccccc2)[C@@H](CO)N1C(C)=O
  TcdB inh: -1.2

CC(C)CC#Cc1ccc2c(c1)O[C@@H](CN(C)Cc1ccncc1)[C@H](C)CN([C@@H](C)CO)S2(=O)=O
  TcdB inh: -0.7

COCCNC(=O)C[C@H]1CC[C@@H](NC(=O)NC2CCCCC2)[C@H](CO)O1
  TcdB inh: 0.0

CN(C)C(=O)[C@H]1[C@H](CO)[C@H]2Cn3c(ccc(-c4ccc(F)cc4)c3=O)[C@@H]1N2CCc1ccccc1
  TcdB inh: 0.1

CCC(=O)N1CC2(C1)CN(S(C)(=O)=O)[C@H](CO)c1[nH]c3cc(OC)ccc3c12
  TcdB inh: -1.0

COc1ccc(NC(=O)Nc2ccc3c(c2)C(=O)N([C@H](C)CO)C[C@@H](C)[C@@H](CN(C)Cc2ccncc2)OCCCC[C@H](C)O3)cc1
  TcdB inh: -2.3

C/C=C/c1ccc([C@H]2[C@@H](CN(C)C(=O)CC)N(C(=O)NCCC)[C@H]2CO)cc1
  TcdB inh: -0.3

O=C(NCC[C@H]1CC[C@H](NS(=O)(=O)c2cccc(F)c2)[C@@H](CO)O1)C1CCCC1
  TcdB inh: 0.7

COCC#Cc1ccc([C@@H]2[C@@H](CO)N3CCCCN(C(=O)COC)C[C@@H]23)cc1
  TcdB inh: 0.5

C[C@@H]1CN([C@H](C)CO)C(=O)c2cc(NS(=O)(=O)c3cn(C)cn3)ccc2O[C@H]1CN(C)S(=O)(=O)c1ccccc1
  TcdB inh: -2.0

Cc1noc(C)c1S(=O)(=O)N(C)C[C@H]1OCCCC[C@@H](C)Oc2ccc(NC(=O)NC(C)C)cc2C(=O)N([C@@H](C)CO)C[C@@H]1C
  TcdB inh: 0.8

C[C@@H]1CN([C@@H](C)CO)C(=O)c2cc(C#CC3CC3)cnc2O[C@H]1CN(C)C(=O)Nc1ccccc1
  TcdB inh: -0.6

C[C@@H]1CN([C@H](C)CO)C(=O)c2c(c3ccccc3n2C)-c2ccccc2CO[C@@H]1CN(C)Cc1ccc(-c2ccccc2)cc1
  TcdB inh: 0.0

C[C@H]1CN([C@@H](C)CO)C(=O)c2c(c3ccccc3n2C)-c2ccccc2CO[C@H]1CN(C)C(=O)c1cc(Cl)cc(Cl)c1
  TcdB inh: -0.7

CN(C)C(=O)c1ccc(-c2ccc3c(c2)[C@H]2[C@H](CCN2S(=O)(=O)c2cn(C)cn2)[C@H](CO)N3)cc1
  TcdB inh: -0.6

Cc1ccccc1-c1ccccc1[C@@H]1[C@@H](C#N)N(C(=O)c2ccc(F)cc2)[C@H]1CO
  TcdB inh: 0.3

CC=Cc1ccc2n(c1=O)C[C@H]1[C@H](CO)[C@@H](C(=O)NCCC)[C@@H]2N1CC1CCCC1 (mixture of isomers)
  TcdB inh: -0.9

O=C(Nc1ccc(F)cc1)N1CCCCN2[C@H](CO)[C@H](c3ccc(C#CC4CC4)cc3)[C@H]2C1
  TcdB inh: 0.7

C[C@@H]1CN([C@H](C)CO)C(=O)c2cc(NC(=O)C3CCCCC3)ccc2O[C@H]1CN(C)C(=O)Nc1cccc2ccccc12
  TcdB inh: -0.8

C[C@H]1CCCCO[C@@H](CN(C)Cc2ccccc2)[C@@H](C)CN([C@@H](C)CO)C(=O)c2cc(NS(=O)(=O)c3ccc(F)cc3)ccc2O1
  TcdB inh: 0.0

CC(C)N(C[C@@H]1N[C@H](CO)[C@@H]1c1ccccc1)C(=O)c1ccccc1
  TcdB inh: 1.8

COc1cccc(S(=O)(=O)Nc2ccc3c(c2)[C@@H]2C[C@H](CC(=O)N(C)C)O[C@H](CO)[C@@H]2O3)c1
  TcdB inh: -0.5

CCCNC(=O)N1[C@H](CO)[C@H](c2ccccc2-c2ccc(C)cc2)[C@@H]1C#N
  TcdB inh: 0.4

C[C@@H]1CN([C@H](C)CO)C(=O)Cc2cc(NC(=O)c3ccncc3)ccc2O[C@H]1CN(C)S(C)(=O)=O
  TcdB inh: -0.4

Cc1ccc(S(=O)(=O)N(C)C[C@@H]2Oc3ccc(NC(=O)Nc4ccc(F)cc4)cc3C(=O)N([C@@H](C)CO)C[C@H]2C)cc1
  TcdB inh: 0.9

Cn1cnc(S(=O)(=O)N[C@@H]2C=C[C@H](CC(=O)N3CCN(c4ccccc4)CC3)O[C@@H]2CO)c1
  TcdB inh: -0.2

C[C@@H]1CN([C@@H](C)CO)C(=O)c2cc(C#Cc3cccnc3)cnc2O[C@H]1CN(C)S(C)(=O)=O
  TcdB inh: -0.3

C/C=C/c1ccc2c(c1)O[C@H](CN(C)C(=O)C1CCOCC1)[C@H](C)CN([C@@H](C)CO)S2(=O)=O
  TcdB inh: -0.1

COc1ccc(CN(C)C[C@H]2Oc3ccc(NC(=O)NC4CCCCC4)cc3C(=O)N([C@@H](C)CO)C[C@H]2C)cc1
  TcdB inh: -0.6

CCS(=O)(=O)N1CC(=O)N2[C@H](CO)[C@H](c3ccc(-c4ccc(C)cc4)cc3)[C@@H]2C1
  TcdB inh: 0.4

C[C@H]1CCCCO[C@@H](CN(C)S(=O)(=O)c2ccc(F)cc2)[C@@H](C)CN([C@@H](C)CO)C(=O)c2cc(NC(=O)Nc3cccc4ccccc34)ccc2O1
  TcdB inh: 0.5

C/C=C/c1ccccc1[C@@H]1[C@@H](C#N)N(C(C)=O)[C@H]1CO
  TcdB inh: -0.9

C[C@H](CO)N1C[C@H](C)[C@H](CN(C)C(=O)c2ccccc2)OCCCC[C@H](C)Oc2ccc(NC(=O)C3CCCCC3)cc2C1=O
  TcdB inh: -1.6

CN1c2ccc(Br)cc2[C@H]2[C@H](CCN2S(=O)(=O)c2ccccc2)[C@H]1CO
  TcdB inh: -1.1

CNC[C@@H]1OCCCC[C@@H](C)Oc2ccc(NC(=O)C3CCCCC3)cc2C(=O)N([C@H](C)CO)C[C@H]1C
  TcdB inh: -0.2

C[C@@H]1CN([C@@H](C)CO)C(=O)c2cc(NS(=O)(=O)c3ccccc3)ccc2O[C@@H](C)CCCCO[C@@H]1CN(C)C(=O)c1ccncc1
  TcdB inh: -0.6

COc1ccccc1-c1ccc2c(c1)O[C@H](CN(C)S(=O)(=O)c1ccc(C)cc1)[C@H](C)CN([C@H](C)CO)S2(=O)=O
  TcdB inh: 0.2

CO[C@H]1CC[C@H]2CCN(C)C(=O)CC3(CCCCC3)CN(C)C(=O)c3cc(C#N)ccc3OC[C@H]1O2
  TcdB inh: 0.6

O=C(Cc1ccncc1)NCC[C@@H]1CC[C@H](NC(=O)Nc2ccc(F)cc2)[C@@H](CO)O1
  TcdB inh: -1.2

C[C@@H]1CN([C@H](C)CO)S(=O)(=O)c2ccc(-c3cncnc3)cc2O[C@H]1CN(C)C(=O)Cc1cccnc1
  TcdB inh: 0.1

Cc1cccc(S(=O)(=O)N2CCCCN3[C@H](C2)[C@@H](c2ccc(C#CC4CC4)cc2)[C@@H]3CO)c1
  TcdB inh: -2.0

O=C(C[C@@H]1CC[C@@H]2[C@H](COC[C@@H](O)CN2Cc2cc(F)ccc2F)O1)NCc1ccc(Cl)cc1
  TcdB inh: -0.5

COc1ccccc1S(=O)(=O)N[C@@H]1C=C[C@@H](CC(=O)NCc2cccc(F)c2)O[C@@H]1CO
  TcdB inh: 0.2

O=C(C[C@H]1CC[C@@H]2[C@H](COC[C@@H](O)CN2Cc2ccc(C(F)(F)F)cc2)O1)NCCc1ccccc1
  TcdB inh: 0.2

C[C@@H]1CCCCO[C@@H](CN(C)C(=O)C2CCCCC2)[C@@H](C)CN([C@@H](C)CO)C(=O)c2cc(N(C)C)ccc2O1
  TcdB inh: -26

O=C(C[C@@H]1C=C[C@H](NC(=O)Nc2cccc(F)c2)[C@@H](CO)O1)NCC1CCCCC1
  TcdB inh: -1.5

C[C@@H]1CN([C@H](C)CO)C(=O)c2cc(-c3cncnc3)cnc2O[C@H]1CN(C)Cc1ccccc1
  TcdB inh: 1.0

Cc1ccc(-c2cnc3c(c2)C(=O)N([C@H](C)CO)C[C@@H](C)[C@H](CN(C)C(=O)c2cccnc2)O3)cc1
  TcdB inh: 0.6

COc1ccc(S(=O)(=O)Nc2ccc3c(c2)OC[C@@H](C)N(C)C[C@@H](C)[C@H](OC)CN(C)C3=O)cc1
  TcdB inh: 0.1

C[C@@H]1CN([C@@H](C)CO)C(=O)c2cc(NS(=O)(=O)c3ccc(Cl)cc3)ccc2O[C@H]1CN(C)C(=O)Nc1ccc(F)cc1
  TcdB inh: 0.1

COc1cccc(NC(=O)N[C@H]2CC[C@@H](CC(=O)N3CCN(C)CC3)O[C@@H]2CO)c1
  TcdB inh: -0.3

COc1ccc(NC(=O)N(C)C[C@H]2OCCCC[C@H](C)Oc3ccc(NC(=O)Nc4ccccc4)cc3C(=O)N([C@@H](C)CO)C[C@H]2C)cc1
  TcdB inh: 0.4

C/C=C/c1ccc([C@H]2[C@@H](CO)N(C(=O)CC)[C@H]2CNC(=O)C2CC2)cc1
  TcdB inh: -1.2

O=C(C[C@H]1C[C@@H]2c3cc(NC(=O)C4CCOCC4)ccc3O[C@@H]2[C@@H](CO)O1)NCc1cccnc1
  TcdB inh: -0.6

C[C@H](CO)N1C[C@H](C)[C@@H](CN(C)S(C)(=O)=O)Oc2ccc(NS(=O)(=O)c3ccccc3)cc2CC1=O
  TcdB inh: -0.3

C[C@@H]1CN([C@H](C)CO)C(=O)c2cc(/C=C/c3ccccc3)cnc2O[C@@H]1CN(C)C(=O)CN(C)C
  TcdB inh: 2.0

CC(=O)N(C)C[C@@H]1OCc2ccccc2-c2c(n(C)c3ccccc23)C(=O)N([C@@H](C)CO)C[C@H]1C
  TcdB inh: 0.5

COCC(=O)N1[C@H](C#N)[C@@H](c2ccc(C#CCC3CCCC3)cc2)[C@H]1CO
  TcdB inh: 0.3

COCCNC(=O)C[C@H]1CC[C@@H]2[C@@H](COc3ccc(NS(=O)(=O)c4ccc(Cl)cc4)cc3C(=O)N2C)O1
  TcdB inh: 0.3

O=C(C[C@@H]1CC[C@H]2[C@@H](COC[C@@H](O)CN2C(=O)c2cnccn2)O1)NCc1ccc(Cl)cc1
  TcdB inh: -0.5

CC(=O)N(C)C[C@H]1Oc2cc(-c3ccccc3F)ccc2S(=O)(=O)N([C@H](C)CO)C[C@H]1C
  TcdB inh: -0.3

C[C@@H]1CCCCO[C@H](CN(C)C(=O)c2ccccc2)[C@H](C)CN([C@@H](C)CO)C(=O)c2cc(NC(=O)c3ccncc3)ccc2O1
  TcdB inh: -0.4

OC[C@@H]1[C@@H](c2ccccc2)[C@@H](CNCC2CCC2)N1CC1CC1
  TcdB inh: -7.6

C[C@@H]1CN([C@@H](C)CO)C(=O)Cc2cc(NC(=O)Nc3ccc4c(c3)OCO4)ccc2O[C@H]1CN(C)Cc1ccncc1
  TcdB inh: -0.6

CC(C)C#Cc1ccc([C@H]2[C@H]3CN(C(=O)NC4CCCCC4)CC(=O)N3[C@H]2CO)cc1
  TcdB inh: 1.0

C[C@H]1CN([C@@H](C)CO)C(=O)c2cc(NC(=O)Nc3cccc4ccccc34)ccc2O[C@@H]1CN(C)Cc1ccc(Cl)c(Cl)c1
  TcdB inh: 0.6

CO[C@H]1CN(C)C(=O)c2cc(NC(=O)Nc3cccc(Cl)c3)ccc2OC[C@H](C)NC[C@H]1C
  TcdB inh: -1.1

O=C(C[C@H]1C[C@H]2c3cc(NC(=O)C4CCC4)ccc3O[C@H]2[C@H](CO)O1)NC1CCCCC1
  TcdB inh: -2.4

CC(C)N(C[C@H]1N[C@H](CO)[C@@H]1c1ccc(C2=CCCC2)cc1)C(=O)CN(C)C
  TcdB inh: -0.6

CN1CCCCN2[C@H](CO)[C@@H](c3ccc(C#Cc4ccccc4F)cc3)[C@@H]2C1
  TcdB inh: 1.6

CC(C)C#Cc1ccc2c(c1)O[C@@H](CN(C)C(=O)c1ccncc1)[C@H](C)CN([C@H](C)CO)S2(=O)=O
  TcdB inh: 0.8

CCCNC(=O)C[C@H]1CC[C@@H]2[C@@H](COc3ccc(NC(=O)c4cscn4)cc3C(=O)N2C)O1
  TcdB inh: 0.5

CC(C)c1cn(CC[C@H]2CC[C@@H](NC(=O)C3CCCCC3)[C@@H](CO)O2)nn1
  TcdB inh: 0.0

O=C(CC1CC1)N1CC2(C1)[C@@H](c1ccccc1)[C@H](CO)N2Cc1ccc(F)cc1
  TcdB inh: -0.7

O=C(C[C@@H]1CC[C@H](NC(=O)Cc2cccnc2)[C@H](CO)O1)Nc1ccccc1
  TcdB inh: -1.0

C[C@H](CO)N1C[C@H](C)[C@H](CN(C)Cc2ccc(-c3ccccc3)cc2)Oc2ccc(NC(=O)CCN3CCOCC3)cc2C1=O
  TcdB inh: 0.6

Cc1noc(C)c1NC(=O)N[C@H]1CC[C@@H](CC(=O)N2CCCCC2)O[C@H]1CO
  TcdB inh: 2.2

COc1ccc(NC(=O)Nc2ccc3c(c2)C(=O)N([C@H](C)CO)C[C@@H](C)[C@H](CN(C)Cc2ccc4c(c2)OCO4)O3)cc1
  TcdB inh: -0.4

C[C@H](O)C#Cc1ccc([C@H]2[C@H](CO)N3CCCCN(CC4CCOCC4)C[C@@H]23)cc1
  TcdB inh: -0.4

O=C(Nc1ccccc1F)N1CCCCN2[C@@H](CO)[C@@H](c3ccc(C#Cc4ccccc4)cc3)[C@@H]2C1
  TcdB inh: -12

C[C@@H]1CN([C@@H](C)CO)C(=O)c2cc(-c3cccc(C#N)c3)cnc2O[C@@H]1CN(C)Cc1ccccc1
  TcdB inh: 0.0
